Source: PubChem
Giardia killer: Giardia lamblia killing; Giardia lamblia trophozoite viability; activity change, % at 7.66 µM, hits read low; 340,000 compounds, 0.15% hits; in the data active = activity change below about -80%; inconclusive = between about -30% and that limit;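 also: parasites exposed to compound for two days anaerobically before the ATP read; % is scaled to controls: 0 for no effect and ±100 for the full control effect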
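Media and compound were dispensed first, then trophozoites at 100 cells/well; plates sat 48 hrs at 37 deg C without oxygen before ATP luminescence reagent was added and read after 15-30 min at room temperature.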
TCR activator: activates T cell receptor signaling. primary human leukocytes, anti-CD3, IL-2 HTRF, 48 h. Potency, µM (highest dose often 9.22 µM), for inactives: top-dose activation of IL-2 secretion, hits mostly activators. 330,000 tested, under 10 active; also: % of control where 0% means no effect
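Compounds are tested in HTS on primary human leukocytes co-incubated with a-CD3 beads for 48 hr. IL-2 output is measured by time-resolved FRET.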
TSHR antag: blocks TSH signaling through the human TSH receptor; P16473; TSHR-expressing cells, TSH-stimulated cAMP HTRF, 2 h; hits give low values; activity change, negative = inhibition, % at 11.5 µM; 330,000 compounds, 0.2% hits; AID 504810;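 active = activity change below a set negative limit, meaning inhibition stronger than a set level, cut at about -70% in these data; inconclusive = activity change between two set negative limits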; also: % is scaled to controls: 0 for no effect and ±100 for the full control effect
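TSHR-expressing cells, 200/well, pre-treated with compound, then stimulated with EC80 TSH (4nM final) for 2 hours at 37 deg C. cAMP measured by competitive HTRF: anti-cAMP cryptate antibody in lysis buffer plus cAMP-d2, read after 30 minutes at room temperature.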
GALK inhibitor: blocks human galactokinase activity; Purified GALK, Kinase-Glo residual ATP luminescence; 270,000 compounds, 0.007% hits; Potency, µM (series often up to 57.5 µM), for inactives: at the highest dose activity change, negative = inhibition, hits mostly inhibitors; P51570; also: potency is read from the fitted curve at half-maximal effect; % is scaled to controls: 0 for no effect and ±100 for the full control effect
Target sequence (P51570 whole entry, looked up): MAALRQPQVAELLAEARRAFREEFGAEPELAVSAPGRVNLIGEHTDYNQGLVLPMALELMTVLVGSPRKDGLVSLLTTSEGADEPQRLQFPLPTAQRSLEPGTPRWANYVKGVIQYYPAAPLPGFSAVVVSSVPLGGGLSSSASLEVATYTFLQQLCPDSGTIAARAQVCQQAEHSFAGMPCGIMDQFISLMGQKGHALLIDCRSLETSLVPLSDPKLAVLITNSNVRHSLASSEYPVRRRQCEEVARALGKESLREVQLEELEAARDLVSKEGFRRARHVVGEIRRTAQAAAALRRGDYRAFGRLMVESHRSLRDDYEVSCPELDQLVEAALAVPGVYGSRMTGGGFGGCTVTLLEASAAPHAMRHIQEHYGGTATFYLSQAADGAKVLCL
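5 nM enzyme, 35 uM ATP, 100 uM galactose, 20 mM HEPES pH8.0, 5 mM MgCl2; 1 h RT; residual ATP by Kinase-Glo Plus luminescence, qHTS format.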
BCR signal inh: inhibitors of chronic active B-cell receptor signaling; ABC-DLBCL IkBa-CBG/CBR reporter, luminescence ratio, 4 h; Potency, µM (titrated, usually from 46.1 µM), for the others: at the highest dose ratio change, negative = lower green/red ratio, most hits filed as inhibitors; 340,000 compounds, 0.05% hits; AID 493014; active = well fitted inhibition curve with a large enough effect in the signal ratio, with a control signal flat, not every such curve was filed as active; inconclusive = small, poorly fitted or top-dose-only effect, or effect the other way, or a change in a side signal; the % refers to the signal ratio;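 also: potency is read from the fitted curve at half-maximal effect; plate controls were basal doxycycline-induced cells for no effect and cells given 10 µM MG132 for full effect; MG132 reads +100%, hits lower the ratio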
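TMD8 ABC-DLBCL cells carrying doxycycline-inducible green luciferase fused to IkappaBalpha plus unfused red luciferase were exposed to compounds (up to 46 uM) for 4 hrs at 37C. Activity came from the overlap-corrected green/red luminescence ratio.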
AT treatment: candidate therapy for ataxia-telangiectasia | […] A-T fibroblasts, KAP-1 phosphorylation AlphaLISA; neocarzinostatin DNA damage 30 min before lysis | Potency, µM (highest dose often 57.5 µM), for inactives: top-dose activation, hits mostly activators | 320,000 compounds, 0.19% hits | AID 485349; also: potency is read from the fitted curve at half-maximal effect; % of control where 0% means no effect; nearly all actives have a fitted effect of over 45% in size
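hTERT-immortalized A-T patient fibroblasts ([…]), 500 cells/well in OPTI-MEM, 1% FBS, got compounds for 60 min, then NCS for 30 min at 37C. Lysates were then assayed for phospho-KAP-1 by AlphaLISA (anti-pKAP1 donor, anti-KAP1 acceptor beads), 6 hr at 25C.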
CXXC DNA block: MLL CXXC-DNA interaction inhibition. Q03164. MLL-CXXC / FITC-HOXA9 DNA fluorescence polarization. 290,000 compounds, 0.037% hits. Potency, µM (doses to about 115 µM), without a hit: top-dose activity change, negative = inhibition, hits mostly inhibitors. AID 2662; active = well fitted inhibition curve with a large enough effect in the polarisation, with a control signal flat, not every such curve was filed as active; inconclusive = small, poorly fitted or top-dose-only effect, or effect the other way, or a change in a side signal; inactive = no such curve, though single readings can be large or run the other way; the % refers to the polarisation; also: potency is read from the fitted curve at half-maximal effect
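Fluorescence polarization: 7 uM MLL-CXXC (stock) preincubated 5 min with compounds, then 50 nM fluorescein-HOX-A9 DNA (stock) added; 30 min ambient. Buffer 50 mM Tris-HCl pH 7.5, 50 mM NaCl, 1 mM DTT, 0.05% BSA.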
Coupling enz: coupling enzyme interference in Giardia aldolase counter-screen; coupling enzyme system counterscreen, AmpLite Red fluorescence; AID 2472; activity change, negative = inhibition, % at 58.2 µM, hits read low; 290,000 compounds, 0.67% hits; in the data active = activity change below about -30%; also: % is scaled to controls: 0 for no effect and ±100 for the full control effect
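Compounds tested against the coupling enzymes alone at 57.5 uM final; readout was AmpLite Red fluorescence (525/598 nm) after 20 min at RT.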
KCNH2 WT inh: KCNH2 (human, wildtype) channel inhibition | Q12809 | U2OS, BacMam KCNH2, thallium flux FluxOr; hits give low values | activity change, % at 1.84 µM | 340,000 compounds, 0.37% hits | AID 720551;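 active = maximum activity change below -70%; inconclusive = maximum activity change between -70% and -50%; inactive = maximum activity change above -50%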; also: % is scaled to controls: 0 for no effect and ±100 for the full control effect
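U2OS cells were transduced with wild-type KCNH2 virus (2.03 x 10^8 / mL) for 4 h at room temperature, then cultured overnight at 37 C. Thallium flux was read with FluxOr dye. Rate constants were normalized to DMSO controls.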
Tb PFK block: blocks T. brucei phosphofructokinase; AID 485367; Potency, µM (titrated, usually from 57.5 µM), inactives show at the top dose activity, negative = inhibition, usual class: inhibitors; T. brucei PFK, ADP-Glo luminescence; 330,000 compounds, 0.17% hits; O15648;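 also: potency is read from the fitted curve at half-maximal effect; 0% = uninhibited 1x PFK enzyme wells and -100% = no-enzyme wells; nearly all actives have a fitted effect of over 60% in size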
Target sequence (O15648 whole entry, looked up): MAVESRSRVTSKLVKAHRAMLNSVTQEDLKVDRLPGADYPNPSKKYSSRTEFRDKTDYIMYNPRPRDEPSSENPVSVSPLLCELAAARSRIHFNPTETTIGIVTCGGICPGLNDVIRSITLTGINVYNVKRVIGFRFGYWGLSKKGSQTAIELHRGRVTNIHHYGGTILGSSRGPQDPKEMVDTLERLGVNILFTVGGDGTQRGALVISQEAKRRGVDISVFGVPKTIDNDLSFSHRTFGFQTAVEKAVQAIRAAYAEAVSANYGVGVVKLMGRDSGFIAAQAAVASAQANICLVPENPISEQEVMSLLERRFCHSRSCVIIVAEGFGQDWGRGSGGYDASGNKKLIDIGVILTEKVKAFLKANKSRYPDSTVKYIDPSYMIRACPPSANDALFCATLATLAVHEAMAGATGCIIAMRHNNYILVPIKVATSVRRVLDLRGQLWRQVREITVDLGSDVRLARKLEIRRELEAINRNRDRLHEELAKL
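Luminescent ADP detection (ADP-Glo, two-step: ATP depletion then ADP-to-ATP conversion for luciferase) reported PFK activity after 45 min room-temperature reaction of 1.25 nM enzyme with 0.5 mM F6P and 0.1 mM ATP at pH 8.0.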
Starred values were filed as active, the others as inactive; ? = inconclusive; . = no result given; & = joins results of further samples; [ ] = dose if it differs, or a comment. Unless noted, calls follow the shape of the dose curve; as a rule, active = well fitted curve in the direction sought with a large enough effect; inconclusive = small, poorly fitted or top-dose-only effect, or another doubt; inactive = no such curve, though single readings can be large; an effect the other way counts as inactive or inconclusive. Not a hit list; 1.6% or so of the library scored in one or more.

nr	compound	Giardia killer	TCR activator	TSHR antag	GALK inhibitor	BCR signal inh	AT treatment	CXXC DNA block	Coupling enz	KCNH2 WT inh	Tb PFK block
1	Fc1ccccc1CNC(=S)NC1CCCCC1	-16	-4%	-4	2%	3%	10%	5%	1	3	1%
2	O=C(c1cccc(S(=O)(=O)N2CCCC2)c1)N(Cc1ccco1)C1CCS(=O)(=O)C1 (configuration not stated)	16	1%	8	0%	5%	1%	25%	2	-4	-2%
3	CC(C)(C)C(=O)Nc1ccc(F)cc1[N+](=O)[O-]	-9	0%	1	-1%	-18%	-1%	0%	2	0	-1%
4	Cc1cc(NC(=O)CSc2nnc(-c3ccc(O)cc3)o2)no1	-2	2%	4	4%	?	-1%	-6%	-1	5	0%
5	Cc1ccccc1C(C)NS(=O)(=O)c1ccc2c(c1)OCCO2 (configuration not stated)	-25	-3%	-6	.	-3%	1%	.	.	-5	14%
6	Nc1ncc(Br)cc1S(=O)(=O)NCCC(=O)N1CCN(c2ccccn2)CC1	-5	0%	-2	.	2%	-10%	5%	1	-2	-1%
7	COCc1nnc(NC(=O)C(C)C)s1	0	-2%	2	0%	?	6%	3%	4	-2	-4%
8	O=C(O)c1cc(N2C(=O)C3C4C=CC(C4)C3C2=O)ccc1N1CCOCC1 (configuration not stated)	-5	-10%	7	6%	-3%	5%	15%	1	34	0%
9	CN1CCN(C2=NC(=O)/C(=C/c3ccccc3OS(=O)(=O)c3ccccc3)S2)CC1	-5	-4%	1	-2%	3%	3%	-4%	1	11	-13%
10	OC(CN1CCN(c2ccccc2F)CC1)c1ccc(F)cc1 (configuration not stated)	0	-18%	-23	0%	?	12%	4%	-1	20	14%
11	COC(=O)C(Cc1ccccc1)NS(=O)(=O)c1ccccc1Br (configuration not stated)	16&-17	-2%	-3	2%	-2%	-14%	-5%	-1&4	2	0%
12	O=C(NCc1ccccc1)c1ccc(-c2ccccc2F)o1	-9	-3%	-8	-2%	?	2%	-1%	-2	-10	-2%
13	O=C(COc1ccc(Cl)cc1)N1CCN(S(=O)(=O)c2ccc(Cl)cc2)CC1	7	13%	5	-1%	18%	1%	-4%	1	14	-4%
14	CSc1ncc(Cl)c(C(=O)Nc2ccccc2Cl)n1	-6	0%[46.1 µM]	-14	-6%	0%	-1%	-6%	4	4	0%
15	O=C(NCCCNC(=O)c1ccccn1)c1ccc(Cl)cc1	-3	13%	-4	13%	-7%	1%	-2%	1	2	-2%
16	COc1ccc(C(=O)N(C)Cc2ccon2)cc1OC1CCN(C(C)C)CC1	0	-19%	3	4%	1%	14%	2%	.	22	-9%
17	Cc1cnc(C(=O)Nc2ccc(C)c(S(=O)(=O)N3CCCCC3)c2)cn1	13	-2%	29	.	5%	-7%	.	.	14	0%
18	C/C(=N\OCC(=O)OC(C)C(=O)Nc1ccc(C(N)=O)cc1)c1ccc2c(c1)OCO2 (configuration not stated)	1	-17%	-7	4%	-4%	10%	?	2	-7	-3%
19	CCN1C(=O)N[C@@H](CCc2ccccc2)C(C(C)=O)=C1C	-27	-4%	.	.	.	.	.	2	-15	.
20	C[C@H](CO)N1C[C@H](C)[C@@H](CN(C)S(=O)(=O)c2ccccc2)Oc2ccc(NC(=O)Nc3ccccc3)cc2C1=O	21	-6%	5	.	1%	4%	.	.	22	1%
21	O=C(CN1CCN(c2ccccn2)CC1)Nc1nc2ccccc2s1	25	-6%	-13	-1%	-14%	4%	-4%	0	-1	0%
22	CC(C)(C)NC(=O)/C(=C\C=C\c1ccccc1)NC(=O)c1ccc([N+](=O)[O-])cc1	27	9%[46.1 µM]	-3	1%	-2%	4%	13%	0	11	-4%
23	Cn1nnc2c[n+](CC(=O)c3ccc4ccccc4c3)cc(Br)c21	-1	-4%	3	-1%	?	-13%	0%	-8	0	1%
24	CCOC(=O)C1CCCN(C(=O)c2cn(C)c(=O)c3cc(OC)c(OC)cc23)C1 (configuration not stated)	7	-23%	-6	-3%	6%	3%	1%	-1	-4	1%
25	C=CCN(c1ccc(C(=O)Nc2cccc(C)c2)cc1)S(C)(=O)=O	-11	-13%	-1	1%	-4%	1%	0%	1	-3	14%
26	O=C(NC(=S)Nc1ccccn1)c1cncc(Br)c1	-15	-2%[46.1 µM]	-5	2%	?	4%	?	6	-2	0%
27	S=C(NCc1ccncc1)Nc1cccc(Cl)c1	11	4%[46.1 µM]	-3	-1%	7%	3%	6%	1	-1	3%
28	Cn1nc(-c2ccccc2F)c2cc(C(=O)Nc3ccc4c(c3)OCCO4)sc21	15	5%	-10	0%	?	.	14%	-4	0	3%
29	CCOC(=O)c1cnn(-c2nc(OC)cc(OC)n2)c1C(F)(F)F	5	-8%[46.1 µM]	-10	2%	-3%	6%	2%	0	-17	-8%
30	C[C@H](NC(=O)c1nc[nH]c1C(=O)N[C@@H](C)c1ccccc1)c1ccccc1	5	0%	14	.	9%	6%	.	.	.	7%
31	Nc1c(C(=O)NCCN2CCOCC2)c2nc3ccccc3nc2n1CCc1ccccc1	11	0%	-7	-1%	?	35%	-11%	-3	-4	0%
32	COc1ccc2c(c1)CCc1c(C(=O)NCc3ccco3)noc1-2	-20	3%	-10	-4%	?	0%	-3%	0	-13	1%
33	Cc1nnc(N/N=C/c2ccccc2O)n1N	-11	7%	13	0%	-11%	?	?	-31*	0	0%
34	CCN1CCN(C(=O)c2ccc3c(=O)n(CCC4=CCCCC4)c(=O)[nH]c3c2)CC1	-8	4%[46.1 µM]	-5	-5%	14%	.	-1%	1	5	3%
35	CCC(C)N1CCN(S(=O)(=O)c2ccc(NC(C)=O)cc2)CC1 (configuration not stated)	?	4%	-6	1%	13%	6%	-4%	6	-2	-4%
36	Cc1nn(CC(=O)NCCC2=CCCCC2)c(C)c1[N+](=O)[O-]	-12	-4%	4	.	1%	1%	.	.	6	1%
37	CCC1(N(C(C)=O)c2ccc(OC)cc2)C(=O)c2ccccc2C1=O	-4	-2%	-14	3%	0%	2%	0%	6	7	-2%
38	COCC(=O)Nc1c(C(=O)Nc2ccccc2OC)oc2ccccc12	3	-12%	-6	2%	-3%	8%	4%	1	4	0%
39	OCC(Cc1ccccc1)Nc1c2ccccc2nc2ccccc12 (configuration not stated)	-1	7%[46.1 µM]	-2	0%	?	-3%	-3%	9	26	0%
40	CC(C)C(=O)Nc1nnc(SCC(=O)NCC2CCCO2)s1 (configuration not stated)	-26	2%	1	1%	0%	2%	4%	3	-6	5%

Looked up one by one from the list above, two records:
nr	compound	Giardia killer	TCR activator	TSHR antag	GALK inhibitor	BCR signal inh	AT treatment	CXXC DNA block	Coupling enz	KCNH2 WT inh	Tb PFK block
31	Nc1c(C(=O)NCCN2CCOCC2)c2nc3ccccc3nc2n1CCc1ccccc1	11	0%	-7	-1%	?	35%	-11%	-3	-4	0%
40	CC(C)C(=O)Nc1nnc(SCC(=O)NCC2CCCO2)s1 (configuration not stated)	-26	2%	1	1%	0%	2%	4%	3	-6	5%

New compounds follow
nr	compound	Giardia killer	TCR activator	TSHR antag	GALK inhibitor	BCR signal inh	AT treatment	CXXC DNA block	Coupling enz	KCNH2 WT inh	Tb PFK block
41	CC(=O)Nc1nc(NCc2ccccc2Cl)n(-c2ccccc2)n1	-11	7%	-7	-3%	-4%	11%	10%	4	-5	2%
42	O=C(CCC(=O)N1CCN(c2ccc(F)cc2)CC1)c1ccccc1	-5	4%	-1	6%	9%	-4%	1%	0	6	1%
43	O=C1COc2cccnc2N1	-7	-3%	-6&1	-1%&1%	-3%&-11%	-5%&-6%	3%&1%	-1&0	1	0%&-4%
44	COc1ccc(-c2cn3cccnc3n2)cc1NC(=O)c1cccs1	7	2%[46.1 µM]	3	1%	13%	2%	2%	3	-8	5%
45	CCc1sc(C(=O)Nc2nc(-c3ccccn3)cs2)cc1C	-2	3%	-8	.	-2%	39%	.	.	-3	12%
46	CC1Cc2ccccc2N1C(=O)CSc1nnc(-c2ccc(S(=O)(=O)N3CCCCC3)cc2)o1 (configuration not stated)	.	.	-16	0%	0%	-7%	2%	0	.	-4%
